# MEX-5 binding: MEX-5 zinc finger RNA-binding disruptors – biochemical, C. elegans, fluorescence polarization, MLPCN library, primary screen. 0.38% of 300,000 active. AID 1832, 2009. Zinc finger protein mex-5 (Caenorhabditis elegans), Q9XUB2. activity score (negative = inhibition of binding), % at 10 µM. MEX-5/FITC-TCR2 RNA binding; active compounds read low;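 active means inhibition past about -25% in most replicates, and total fluorescence under double the plate's negative control median, limit read from the data; inconclusive means replicates evenly split on the limit, or fluorescence at least double controls; inactive means too little inhibition in most replicates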;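 further: 0% = DMSO and -100% = 5 µM competing unlabeled TCR2 RNA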
# Target sequence (Q9XUB2 whole entry, looked up): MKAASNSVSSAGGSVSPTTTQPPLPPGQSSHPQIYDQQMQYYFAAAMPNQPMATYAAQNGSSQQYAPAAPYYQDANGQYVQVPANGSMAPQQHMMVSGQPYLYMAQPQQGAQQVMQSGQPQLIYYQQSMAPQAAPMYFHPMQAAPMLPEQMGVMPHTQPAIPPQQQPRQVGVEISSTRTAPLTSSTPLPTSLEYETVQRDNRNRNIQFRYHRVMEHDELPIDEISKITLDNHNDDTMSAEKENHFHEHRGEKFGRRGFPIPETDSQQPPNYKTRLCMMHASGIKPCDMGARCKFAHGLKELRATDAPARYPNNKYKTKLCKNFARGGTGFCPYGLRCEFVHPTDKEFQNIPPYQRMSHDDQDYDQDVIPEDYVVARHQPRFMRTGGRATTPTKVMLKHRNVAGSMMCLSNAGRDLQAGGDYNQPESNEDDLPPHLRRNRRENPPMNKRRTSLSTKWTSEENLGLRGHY
# Numbers without * were called inactive; ? = inconclusive.
smiles,MEX-5 binding
COc1ccc(S(=O)(=O)N2CCN(CC(=O)Nc3ccc(C)c(F)c3)CC2)cc1,2.0
CCOc1ccc(NC(=O)CSc2nc(NS(=O)(=O)c3ccc(C)cc3)cc(=O)[nH]2)cc1,1.6
CCOCCCN(C(=O)c1ccco1)C(C(=O)NC1CCCC1)c1ccc(OC)cc1 (stereo not given),-1.2
COC(=O)Cn1c(=O)c2c(nc3n2CC(C)CN3CCc2ccccc2)n(C)c1=O (stereo not given),-0.5
CN(C(=O)c1ccc(C#N)cc1)c1nnc(-c2ccccn2)s1,-0.5
CCOc1ccccc1NC(=O)N1CCC(NC(=O)C2CCCCC2)CC1,-1.4
O=c1c(-c2ccc(Br)cc2)coc2c(CN3CCCCC3)c(O)ccc12,-2.5
COC(=O)c1cc2c([nH]c3ccccc32)c(C)n1,-3.7
COC(=O)/C(C#N)=C/c1c(N2CCCCCC2)nc2c(C)cccn2c1=O,-0.3
O=c1nc2c(O)cccn2c2c1c(=O)[nH]c1ccccc12,-26.3*
CCc1ccc(OCC(=O)O/N=C(\N)c2ccccn2)cc1,1.2
Cc1nnc(C)c2c(C)n(-c3ccccc3)c(C)c12,-1.3

# Carrying on:
smiles,MEX-5 binding
O=[N+]([O-])/C(C=Nc1ccccc1O)=C\Nc1ccccc1O,-3.3
O=C(O)c1csc(N/N=C/c2ccc(Br)cc2)n1,1.5
CCOC(=O)N1C/C(=C\c2ccccc2)C(=O)/C(=C/c2ccccc2)C1,0.5
Cc1oc(-c2ccccc2)cc1C(=O)Nc1cccc(/C=C/C(=O)O)c1,0.1
Cn1c(=O)c2ncn(CC(=O)NCCOc3ccc(C(C)(C)C)cc3)c2n(C)c1=O,1.3
O=C(NC(Cc1c[nH]c2ccccc12)C(=O)O)/C(=C/c1ccc2c(c1)OCO2)NC(=O)c1ccccc1 (stereo not given),-2.9
O=C(CSc1ccsc1[N+](=O)[O-])Nc1cc(F)ccc1F,-2.1
COc1cccc(C(c2nnnn2C(C)(C)C)N2CCN(C3CCCCC3)CC2)c1OC (stereo not given),0.7
Cc1ccc(NC(=O)C(C)Sc2nnc(C)n2CC2CCCO2)cc1 (stereo not given),-2.1
COc1ccc(OCC(=O)Nc2ccc(S(=O)(=O)N(C)c3ccccc3)cc2)cc1,0.0
COc1ccc(/C=N/n2c(=O)[nH]c3c([nH]c4ccc(C)cc43)c2=O)cc1CN1CCOCC1,1.3
Cc1cccc(OCC(=O)Nc2ccc(NC(=O)c3ccco3)cc2)c1,5.8

# Additional structures:
smiles,MEX-5 binding
Cc1cc(Cl)n2c(nc3ccccc32)c1C#N,-1.9
Cc1c(Cl)cccc1Nc1nc(N)nc(CSCCO)n1,1.4
Cc1ccc(NCc2n[nH]c(=S)n2Cc2ccccc2)cc1Cl,1.5
COc1cc2c(cc1OC)C(c1ccccc1)N(C(=O)C(C)(C)C)CC2 (stereo not given),-1.4
CCc1cccc(CC)c1NC(=O)CNCc1cccs1,-1.0
O=c1nc(/C=C/c2ccc(O)c(O)c2)oc2ccccc12,-5.1
CC(C)=CC(=O)Nc1nc2ccc([N+](=O)[O-])cc2s1,2.4
C(=C/c1nccc2c1[nH]c1ccccc12)/c1ccc2c(c1)OCO2,-3.7
Cc1ccc(S(=O)(=O)N2CCN(c3nc(C)nc4sc(C)c(C)c34)CC2)cc1,1.8
COC(=O)c1c(NC(=O)CN2CCC(C)CC2)c2c(C)cccc2n1C,-0.3
COc1ccc(C(=O)N(CCCO)Cc2cc3c(C)ccc(C)c3[nH]c2=O)cc1OC,0.1
O=C(C1=C(O)C(=O)N(CCN2CCOCC2)C1c1cccc(O)c1)c1cc2ccccc2o1 (stereo not given),-2.8

# Other structures follow.
smiles,MEX-5 binding
COc1cc(/C=N/Nc2cc(C)nc(NS(=O)(=O)c3ccc(C)cc3)n2)ccc1O,2.5
CCOc1ccc(N2C(=O)CC(Sc3nnnn3-c3ccccc3)C2=O)cc1 (stereo not given),3.3
Cc1c(OCC(=O)N[C@@H](CSCc2ccccc2)C(=O)O)ccc2c3c(c(=O)oc12)CCC3,0.8
CNC(=O)c1cc(S(=O)(=O)NC2CCCCCC2)ccc1C,-2.4
O=C1CCC(C(=O)N2CCCO2)CN1Cc1cccc(C(F)(F)F)c1 (stereo not given),0.6
O=C(c1ccc(S(=O)(=O)NCC2CCCO2)cc1)N1CCN(c2cccc(Cl)c2)CC1 (stereo not given),0.2
COc1cccc(NC(=S)N/N=C2/CCCCc3ccccc32)c1,0.6
CCc1nc(SCC(=O)Nc2c(C)nn(C)c2C)c2cnn(-c3ccccc3)c2n1,-1.3
Cc1cc(C(=O)N/N=C/c2cc([N+](=O)[O-])cc(C)c2O)n[nH]1,1.6
C=C(C)c1cccc(C(C)(C)NC(=O)N(C)C2CCN(C)CC2)c1,-2.1
COc1cc(/C=C/[N+](=O)[O-])ccc1OCc1cccc(C(=O)O)c1,-6.7
N#Cc1ccc(-c2cccnc2)nc1SCc1ccc(Cl)c(Cl)c1,-3.6

# Carrying on:
smiles,MEX-5 binding
COc1cccc(NC(=O)Cc2nnc(SCC(=O)c3ccccc3)n2C)c1,-0.2
Cc1nn(Cc2ccccc2Cl)c(C)c1NC(=O)C1C2CCC(O2)C1C(=O)O (stereo not given),-0.3
O=C(O)c1ccc(/C=N/Nc2ccc(C(F)(F)F)cn2)cc1,1.2
O=C(Nc1cccc(-n2cccn2)c1)C1CCCN(Cc2cc3ccccc3[nH]2)C1 (stereo not given),1.2
COc1ccc(N=C2S/C(=C\c3ccc(OC(C)C(=O)O)c(OC)c3)C(=O)N2CCc2c[nH]c3ccccc23)cc1 (stereo not given),-1.6
CCOC(=O)/C(=C/C=C1\Sc2cc(C)c(C)cc2N1CC)C(C)=O,0.8
Cc1ccc(CNC(=O)c2ccc(-n3cccc3)cc2)cc1,0.0
Cc1c(C(=O)O)c(=S)sn1CCOc1ccccc1,0.0
O=C(C1=NNCC1c1ccccc1)C1CO1 (stereo not given),1.3
COC(C[C@@H](O)CC(=O)COCc1ccccc1)OC,2.2
CCOc1ccc(N(C(=O)c2snc(C(N)=O)c2N)C(C(=O)NCC2CCCO2)c2ccc(C)o2)cc1 (stereo not given),-3.6
Cc1ccc(NC(=S)N=Nc2c(O)n(C)c3ccc(S(=O)(=O)N4CCOCC4)cc23)cc1,0.0

# (next part)
smiles,MEX-5 binding
COc1cc2c3c(c1)C1(C(=O)N3C(C)(C)C=C2C)C(C#N)=C(N)Oc2cc(C)oc(=O)c21 (stereo not given),-1.8
COC(=O)c1cccc(NC(=O)NC2CCCN2S(=O)(=O)c2ccc(Cl)cc2)c1 (stereo not given),-0.6
COc1ccc(N2CC(C)Cn3c2nc2c3c(=O)n(CCc3ccccc3)c(=O)n2C)cc1 (stereo not given),0.5
O=C(O)c1cccc(CSc2nnc(-c3cccnc3)o2)c1,-3.0
COc1cccc2c1N1C(=O)c3c(C(=O)O)cccc3C1CC2(C)C (stereo not given),1.8
O=S(=O)(c1cccc(S(=O)(=O)N2CCC(N3CCCCC3)CC2)c1)N1CCOCC1,-0.6
CCN(/N=C/c1ccc(N(C)C)cc1)c1nc2ccccc2[nH]1,0.3
CNC(=S)N/N=C(\C)c1ccc(N2CCOCC2)cc1,1.3
FC(F)(F)c1ccc2c(c1)C1C=CCC1C(c1ccncc1)N2 (stereo not given),5.2
COc1ccccc1C1c2[nH]c3ccccc3c2CCN1Cc1cnc(C)s1 (stereo not given),0.7
O=C(C1=C(O)C(=O)N(CCCN2CCOCC2)C1c1ccncc1)c1cc2ccccc2o1 (stereo not given),-5.3
COc1ccc(O)c(/C=c2/sc3nc4cc(C)c(C)cc4n3c2=O)c1,-0.4

# (more compounds)
smiles,MEX-5 binding
COc1ccc(C2c3cc(OC)c(OC)cc3CCN2S(C)(=O)=O)cc1OC (stereo not given),?
Cc1ccc(NC(=O)C(c2ccccc2)C2CCCC2)cc1 (stereo not given),-0.4
CC1CC(C)(C)Nc2ccc(N=O)cc21 (stereo not given),-0.2
S=C(NCc1ccccc1)N1CCn2cccc2C1c1cccnc1 (stereo not given),-4.5
Cc1ccc(CNC(=O)CCS(=O)(=O)c2ccc(Br)cc2)cc1,-1.8
CCCCC(=O)N1CCN(c2nc(-c3ccc(F)cc3)cs2)CC1,0.0
O=C1N(c2ccccc2)C[C@@H]2C[C@@H](c3cc4ccccc4o3)N3CCC[C@@]123,-0.3
O=C(N/N=C/c1cccc2ccccc12)c1cc2ccccc2o1,1.1
Oc1ccc(N=Nc2cccc(Cl)c2)cc1C=Nc1ccc(N2CCOCC2)cc1,2.1
Cc1oc2c(c1C(=O)c1ccc(Cl)cc1)C(=O)C(=O)c1ccccc1-2,-3.0
O=C1C=C(NCC2CCCO2)CC(c2ccccc2)C1 (stereo not given),0.1
Oc1[nH]c2ccccc2c1C=Nc1ccc2c(c1)OCCO2,-0.4

# (further entries)
smiles,MEX-5 binding
O=C(/C=C/c1cn(-c2ccccc2)nc1-c1cccnc1)N1CCCC1,0.3
Cn1ccnc1SCC(=O)Nc1ccc([N+](=O)[O-])cn1,-3.6
CCc1ccc(-c2nc(CSCC(=O)NCc3ccco3)c(C)o2)cc1,2.2
Cc1cc(C)nc(Nc2n[nH]c(Cc3ccccc3)n2)n1,-3.1
COCCNC(=O)CSc1nc2cc(OC)c(OC)cc2c(=O)n1CCC1=CCCCC1,0.2
COc1cc(/C=C2\SC(=O)N(Cc3ccc(F)cc3)C2=O)cc([N+](=O)[O-])c1O,-0.5
Cc1[nH]n(-c2ccccc2)c(=O)c1N=Nc1ccccc1O,4.7
Cc1cc(NC(=O)COc2ccc(C(C)(C)C)cc2)no1,-0.2
O=C(c1ccco1)N1CCN(c2ncnc3c2[nH]c2ccccc23)CC1,2.5
CCCc1c(C)[nH]c2ccc(C(=O)O)cc2c1=S,-4.9
CCc1cc2c(=O)oc(-c3ccc(Br)cc3)nc2s1,-1.1
CCn1c(C)cc(C=C2C(=O)c3ccccc3C2=O)c1C,-7.7

# Next structures follow.
smiles,MEX-5 binding
CC(NC(=O)CSc1ncn[nH]1)c1ccc(Cl)cc1Cl (stereo not given),-1.0
O=C1Nc2ccc(S(=O)(=O)NCc3ccccn3)c3cccc1c23,-1.5
COc1ccccc1NC(=O)CN1CCN(S(=O)(=O)c2ccc(Br)cc2)CC1,-0.5
S=C1CCSc2ccc(Cl)cc2N1,0.2
O=C(NCCc1ccccc1)c1ccncc1,0.4
N#CCc1nc2c3c4c(sc3ncn2n1)CCCC4,-9.6
O=C(NCCCN1CCOCC1)c1ccc(Br)cc1Br,-0.8
CCOc1ccccc1N(CC(=O)NCC1CCCO1)C(=O)CCC(=O)Nc1ccccn1 (stereo not given),1.5
CC(C)(C)c1ccc(C(=O)C2CCCN(C(=O)c3ccccn3)C2)cc1 (stereo not given),0.8
Fc1cccc(-c2nnn3c2nc(Cl)c2ccccc23)c1,-10.5
CC(=O)c1cc(N2CCOCC2)ccc1[N+](=O)[O-],0.9
C/C(CC(=O)Nc1ccc(Br)cc1)=N\NC(=O)Cc1csc(N)n1,0.8

# Next section
smiles,MEX-5 binding
c1ccc(CNc2nc(-c3cccs3)nc3ccccc23)cc1,-3.6
Cc1ccc(S(=O)(=O)N(Cc2cccc([N+](=O)[O-])c2)C(=O)N2CCN(C)CC2)cc1,1.7
O=C(Nc1c[nH]c(=O)[nH]c1=O)c1ccc2c(c1)C(=O)N(c1cccc([N+](=O)[O-])c1)C2=O,-1.3
O=C(c1cnc2ccc(Cl)cc2c1Cl)N1CCOCC1,0.2
O=C(CCCn1nnnc1CN1CCOCC1)N1CCC(c2ccccc2F)C1 (stereo not given),-0.2
Cc1nc(/N=C(\N)Nc2ccccc2)nc2ccccc12,-1.6
C[C@@H](C(=O)N1CCN(C(=O)OC(C)(C)C)CC1)n1cc(-c2cn([C@@H](C)C(=O)N3CCN(C(=O)OC(C)(C)C)CC3)nn2)nn1,-2.1
COc1cccc(-c2nc(N3CC(C)CC(C)C3)c3ccccc3n2)c1O (stereo not given),0.5
C=C1CSc2nc(=O)c3c(C)c(C)sc3n21,-2.1
COc1ccc(C(=O)/C(C#N)=N/Nc2cccc([N+](=O)[O-])c2)cc1,-1.7
CCCC(C(=O)NC1CCCC1)N(C(=O)Cn1nnc(-c2ccc(C)o2)n1)c1ccccc1F (stereo not given),-0.6
CCn1cc(C(=O)NN)c(=O)c2cc(F)c(N3CCCCC3)cc21,-5.9

# Reprinted at random: 6 entries already listed
smiles,MEX-5 binding
O=C(Nc1c[nH]c(=O)[nH]c1=O)c1ccc2c(c1)C(=O)N(c1cccc([N+](=O)[O-])c1)C2=O,-1.3
CNC(=S)N/N=C(\C)c1ccc(N2CCOCC2)cc1,1.3
CCOCCCN(C(=O)c1ccco1)C(C(=O)NC1CCCC1)c1ccc(OC)cc1 (stereo not given),-1.2
Cc1ccc(NC(=O)C(C)Sc2nnc(C)n2CC2CCCO2)cc1 (stereo not given),-2.1
COc1ccccc1C1c2[nH]c3ccccc3c2CCN1Cc1cnc(C)s1 (stereo not given),0.7
O=C(c1ccco1)N1CCN(c2ncnc3c2[nH]c2ccccc23)CC1,2.5

# More results.
smiles,MEX-5 binding
CCCOc1ccc(C(=O)C(CCC(CNCC)C(=O)c2ccc(OCCC)cc2)CNCC)cc1 (stereo not given),-0.4
CCc1nn(C(CC)C(=O)NCC(C)c2ccccc2)c(=O)c2cc3occc3n12 (stereo not given),0.5
CCOC(=O)C1Cc2cc3c(cc2C1=O)CC(C(=O)OCC)C3=O (stereo not given),-0.9
Cc1nc2ccccn2c1-c1csc(Nc2cccc(O)c2)n1,1.4
CC(=O)c1ccc(-n2nnnc2SCC(=O)N2CCc3ccccc3C2)cc1,0.3
Cc1cccc(N2CN=c3s/c(=C\c4ccncc4)c(=O)n3C2)c1,-2.6
O=C(Nc1cccnc1Cl)c1ccc2c(Cl)c3c(nc2c1)CCC3,-1.3

# The list is partial (hit frequency here may not be typical).
